Source: PubChem BioAssay
ERK EGF inh: qHTS Assay for Inhibitors of the ERK Signaling Pathway using a Homogeneous Screening Assay; Stimulation with EGF | HEK293-V1b, EGF-stimulated phospho-ERK AlphaScreen | AID 1454, 2008 | Potency, µM (doses to about 11.5 µM), inactives show at the highest dose activity change, negative = inhibition, actives largely listed as inhibitors | actives 0.41% (n = 130,000); active = well fitted inhibition curve with a large enough effect; inconclusive = small, poorly fitted or top-dose-only effect, or effect the other way;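 also: plate controls were stimulated vehicle wells for no effect and unstimulated vehicle basal for full effect; nearly all actives have a fitted effect of over 55% in size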
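HEK293 cells stably expressing V1b receptor, serum-reduced (1% FBS) overnight, got compound for 30 min at 37C, then 25 nM EGF for 5 min. Lysate phospho-ERK read by AlphaScreen SureFire; AC50 from Hill fits.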
* hit, by the source's call; ? = inconclusive; & = joins results of further samples; [ ] = another dose, or the depositor's remark. Potency is read from the fitted curve at half-maximal effect.

SMILES,ERK EGF inh
CCCCCCCCCCC/C=C\C(C)(C)/C=C\CCCC(=O)O,4%&-1%
CN(C)c1ccc(C(CNC(=O)c2ccc(F)cc2)c2c[nH]c3ccccc23)cc1 (configuration not stated),?
CCOc1ccc(NC(=O)CC2C(=O)N(c3ccc(OC)cc3)C(=O)N2CCc2cccs2)cc1 (configuration not stated),5%
O=C(/C=C/c1ccc(Br)cc1)c1ccco1,0%
CCCN1C(=O)SC(CC(=O)Nc2cccc3ccccc23)C1=O (configuration not stated),-2%
Cc1cc(C)nc(SCC(=O)Nc2nonc2N)n1,1%
O=C(CCCCCCN1C(=O)c2ccccc2C1=O)N1CCC(c2ccccc2)C1 (configuration not stated),?
CC1CCc2c(sc3nc(CN4CCOCC4)nc(Sc4ccccc4)c23)C1 (configuration not stated),7%
CCOC(=O)c1ccc(N2C(=O)c3n[nH]c(-c4ccco4)c3C2c2ccc([N+](=O)[O-])cc2)cc1 (configuration not stated),0%
O=C(O)c1cccc2c1C(=O)N(CC1CCCO1)C2 (configuration not stated),-3%
COc1cccc(/C=N/Nc2ncc(C(F)(F)F)cc2Cl)c1O,-8%
O=C(c1cc([N+](=O)[O-])[nH]n1)N1CCSCC1,9%[57.5 µM]
O=C(c1cccc(F)c1)N1CCC[C@@]2(CCN(c3ncccn3)C2)C1,1%
CCOC(=O)/C(C#N)=C\c1ccc(OC)c(OC)c1,-9%
CC(=O)NC1=NN(C(C)=O)C(c2ccco2)S1 (configuration not stated),16%[57.5 µM]
O=C1NC(=O)/C(=C\c2ccccc2OCc2cccc([N+](=O)[O-])c2)N1,8%
O=C(Nc1ccc(Nc2ccncc2)cc1)c1ccc([N+](=O)[O-])cc1,?
CC(C)=CCN1CCN(C/C(Cl)=C/c2ccccc2)CC1CCO (configuration not stated),-11%[57.5 µM]
NS(=O)(=O)c1ccc(CNC(=S)Nc2ccc(Cl)c(Cl)c2)cc1,5%[57.5 µM]
O=C(NNC(=O)c1cc2c(s1)CCCC2)c1ccccc1,3%
COCCn1c(C)cc(C(=O)CN2CCCCC2)c1C,3%
C=CCN(c1ccc(C(=O)Nc2ccc(C)cc2)cc1)S(C)(=O)=O,4%[57.5 µM]
Cc1ccc(-n2c(O)c(C=NCc3ccccn3)c3ccccc3c2=O)cc1,-3%
Cc1cccn2c(CN(C)C3CCCc4ccccc43)c(C(=O)N3CCOCC3)nc12 (configuration not stated),6%
CC[C@@H]1OC(=O)[C@@H](C)[C@H](O[C@H]2C[C@@](C)(OC)[C@@H](O)[C@H](C)O2)C(C)[C@H](O[C@H]2O[C@@H](C)C[C@@H](N(C)C)[C@@H]2O)[C@@](C)(O)C[C@H](C)C(=O)[C@@H](C)[C@H](O)[C@@]1(C)O (some centres not stated),-10%
CC1(C)CC2CC(C)(CN2C(=O)C23CCC(C)(C(=O)C2)C3(C)C)C1 (configuration not stated),1%
Cc1ccc(C)c(N2CCN(CCCNC(=O)Cn3cccc3C(=O)c3ccccc3C)CC2)c1,4%
CC(C)(C)c1ccc(-c2nnc(SCC(=O)Nc3sc4c(c3C#N)CCCC4)o2)cc1,-6%
O=C(Cn1cc(C(F)(F)F)ccc1=O)Nc1ccc(N2CCOCC2)cc1,-1%
CC(C)(CO)Cc1cc(C(C)(C)C)c(O)c(C(C)(C)C)c1,?
Cc1ccc(Nc2c(-c3ccc(N4CCOCC4)cc3)nc3cnccn23)cc1,-5%[57.5 µM]
COc1cc(NC(=O)C/C(C)=N/NC(=O)C(=O)NCCO)c(OC)cc1Cl,1%[57.5 µM]
CCOC(=O)c1c(N)ssc1=S,8%[57.5 µM]
O=C(NNC1=NC2(CCCC2)Cc2ccccc21)c1cccnc1,-9%
Cc1ccc(S(=O)(=O)Nc2c(C)[nH]c(=O)[nH]c2=O)cc1C,0%
Cc1cc(C)cc(C(=O)N2CCN(c3ccccn3)CC2)c1,-7%
O=C1C2CC=CCC2C(=O)N1Cc1nnc(-c2ccccc2Br)o1 (configuration not stated),8%[57.5 µM]
CCOc1ncccc1C(=O)Nc1ccc(S(=O)(=O)N2CCCC2)cc1,-11%
O=C1NCCN1Cc1ccc(Cl)cc1,6%
O=C(COc1ccc(Cl)cc1)Nc1nnc(-c2ccc3c(c2)CCCC3)o1,5%

Next section (two carried over from the part before).
SMILES,ERK EGF inh
O=C1NCCN1Cc1ccc(Cl)cc1,6%
O=C(COc1ccc(Cl)cc1)Nc1nnc(-c2ccc3c(c2)CCCC3)o1,5%
CCc1nc(SCC(=O)Nc2nnc(CC(C)C)s2)n[nH]1,6%
CC1(C(=O)N/N=C/c2ccccc2)CC1(Br)Br (configuration not stated),1%
CC(=O)C1=C(O)C=C2Oc3c(C(C)=O)c(O)c(C)c(O)c3C2(C)C1=O (configuration not stated),2%
Cc1ccc2nc(SCC(=O)Nc3nonc3N)[nH]c2c1,1%
O=[N+]([O-])c1ccccc1Oc1ccc(C(F)(F)F)cn1,-2%
CCOC(=O)c1ccc(NC(c2ccc(N(C)C)cc2)P(=O)(OC(C)C)OC(C)C)cc1 (configuration not stated),0%
COc1ccc(/C=C/C(=O)NC(=S)Nc2ccc(C(=O)O)cc2)cc1,8%
O=S(=O)(O)c1ccc(N=Nc2ccccc2)cc1,-3%[57.5 µM]
COc1ccc(/C=N/NC(=S)Nc2ccccc2[N+](=O)[O-])cc1O,?
CN1CCN(C(=O)/C=C/c2ccc(Cl)cc2)CC1,7%[57.5 µM]
Oc1[nH]c2ccccc2c1N=Nc1nncc2ccccc12,0%[57.5 µM]
CCOc1ccc(C(=O)Nc2ccc(NC(=S)NC(=O)CC)cc2)cc1Cl,1%
Cc1n[nH]c(C)c1S(=O)(=O)N1CCCC(C(=O)NCc2ccccc2Cl)C1 (configuration not stated),3%
CCOC(=O)c1sc(NC(=S)NC(=O)c2ccccc2)c(C(=O)OCC)c1C,9%
CCOC(=O)C1(Cc2ccccc2)CCN(Cc2cc(OC)c3c(c2)OCO3)CC1,?
Cc1cc(C(=O)OCC(=O)Nc2nccs2)c2ccccc2n1,6%[57.5 µM]
NC(=O)N1c2ccccc2C=Cc2ccccc21,-13%[57.5 µM]
Cc1csc(NC(=O)c2cc[n+]([O-])cc2)n1,-33%
COc1ccc2c(c1)C(=O)N(CCc1ccc(S(=O)(=O)NC(=O)NC3CCCCC3)cc1)C(=O)C2(C)C,12%[25.7 µM]
CC/C(C)=N/N1C(=O)c2ccccc2NC1(C)CC (configuration not stated),-6%
COc1ccc(OC)c(/C=C/C(=O)N(C)CC(=O)Nc2ccc(C)cc2)c1,6%
COc1ccc(C(=O)Nc2ccc(Cc3ccncc3)cc2)cc1Br,0%
COc1ccc(C2=NN(C(=O)c3ccc(Cl)c([N+](=O)[O-])c3)C(c3ccccc3)C2)cc1 (configuration not stated),7%
CN(c1nnc(N)s1)C1CCCCC1,-1%
Cn1c(N)c(Br)c(-c2ccc(F)cc2)c(C#N)c1=O,-6%
O=C(CCCCCCCCN1C(=O)c2ccccc2C1=O)N1CCOCC1,5%[57.5 µM]
CC1CCN(CC(O)COCCOc2ccc(Br)cc2)CC1 (configuration not stated),0%
O=C(O)c1ccccc1-c1ccc(/C=C/c2cc(C(F)(F)F)[nH]c(=O)n2)o1,4%
COc1cccc(Cn2c(=O)c(C)nc3cnc(Oc4cccc(Cl)c4)nc32)c1,4%
O=C(CN1CCN(c2ncccn2)CC1)N1CCCc2c1c(=O)oc1ccc(O)cc21,-2%

Arranged by value in ERK EGF inh (high to low): 3 of the compounds above
SMILES,ERK EGF inh
O=C(O)c1ccccc1-c1ccc(/C=C/c2cc(C(F)(F)F)[nH]c(=O)n2)o1,4%
COc1ccc(C(=O)Nc2ccc(Cc3ccncc3)cc2)cc1Br,0%
O=C(CN1CCN(c2ncccn2)CC1)N1CCCc2c1c(=O)oc1ccc(O)cc21,-2%

The list continues.
SMILES,ERK EGF inh
Cc1cccc(/C(N)=N/OC(=O)C23CC4CC(CC(C4)C2)C3)c1,1%
O=C(NNC(=S)NCCc1ccccc1)c1ccc(Br)s1,7%
O=C(Nc1cc(-c2ccccc2)[nH]n1)c1ccc(Cl)cc1,-8%&8%[57.5 µM]
CCOC(=O)c1ccc2c(c1)n(CC)c(/C=C/N(C)c1ccccc1)[n+]2CC,-2%
COP(=O)(OC)c1nc(-c2cccc3ccccc23)oc1NCCc1ccccc1,9%
O=C(c1ccccc1)c1c2c(cc3sc4ccccc4[n+]13)-c1cccc3cccc-2c13,0%
CC(=O)N/N=C(\C)CC(=O)NC(C)(C)C,-3%
Nc1ccc(C23CC4CC(CC(C4)C2)C3)cc1,2%
COc1ccc(/C=C2\SC(=S)N(c3cccnc3)C2=O)cc1,-15%[57.5 µM]
O=C(CCCC(=O)NCCc1ccccc1)NCCc1ccccc1,-4%
COc1ccccc1CNCc1cc(Br)ccc1OC,4%
CCN(CC)S(=O)(=O)c1cc(NC(=O)[C@@H](NC(N)=O)C(C)C)ccc1C,7%
CCOC(=O)c1cnc(SCC(=O)Nc2ccccc2C(=O)OC)nc1N,11%
COc1ccccc1N1CCN(C(=O)CCCCCn2c(=O)[nH]c3ccsc3c2=O)CC1,-7%
CN(C)/C=C(\C#N)C(=O)N/N=C/c1ccc(F)cc1,-7%
O=C(Nc1cccc(Cl)c1N1CCCCC1)c1ccc(N2CCOCC2)c([N+](=O)[O-])c1,6%
CCCC(=O)N/C(N)=N/c1nc(C)c2cc(C)ccc2n1,4%[57.5 µM]
CC(=O)C1C(c2ccc([N+](=O)[O-])cc2)C2C(C)=NN=C2CC1(C)O (configuration not stated),-10%[57.5 µM]
O=C(Nc1ccc(Cl)c(Cl)c1)Nc1ccc([N+](=O)[O-])cn1,-3%[57.5 µM]
O=C1C2C3C=CC(C4CC34)C2C(=O)N1c1nccs1 (configuration not stated),-4%
CCOC(=O)c1c(N)sc2c1CCCC2=O,-14%[57.5 µM]
COc1ccccc1NS(=O)(=O)c1cc(NC(=O)c2ccncc2)ccc1N1CCOCC1,15%
COc1ccccc1-n1c(-c2cc(-c3ccco3)[nH]n2)n[nH]c1=S,1%[57.5 µM]
COCCNCCCOc1ccc(C(C)(C)c2ccccc2)cc1,7%
CN[C@H]1[C@H](O)[C@@H](O[C@@H]2[C@H](O)[C@@H](O[C@H]3OC(CN)=CC[C@H]3N)[C@@H](N)C[C@H]2N)OC[C@@]1(C)O,7%[25.7 µM]
CC(C)CNC(=O)NC(=O)COC(=O)C1CSC2(c3ccc(F)cc3)CCC(=O)N12 (configuration not stated),11%
Cc1cccc(OCCC(=O)Nc2nnc(C)s2)c1,12%
COc1cc(/C=C(\C#N)c2nc3ccccc3s2)cc([N+](=O)[O-])c1O,9%
CC1Cc2ccccc2N1c1nc(C2CC2)nc2c1nnn2Cc1ccccc1 (configuration not stated),?
Cc1cccc(OCCCC(=O)Nc2nccs2)c1C,0%[57.5 µM]
NCCSc1c(-c2ccc(F)cc2)[nH]c2ccccc12,-2%[57.5 µM]
COc1cc(C(CCN2CCOCC2)c2c(OC)cc(OC)c3c(C)cc(=O)oc23)cc(OC)c1OC (configuration not stated),3%[57.5 µM]
COc1ccccc1/C=C(\NC(=O)c1ccc(OC)c(OC)c1)C(=O)Nc1ccc([N+](=O)[O-])cc1,2%
CC(C)(C)NC(=O)C(c1ccccn1)N(C(=O)C1CSC(=O)C1)c1cccc(F)c1 (configuration not stated),-4%
CCCNC(=O)c1noc2c1CCc1cc(OC)ccc1-2,-1%
Cn1cc2cccc([N+](=O)[O-])c2n1,-4%
CCCC(=O)Nc1nnc(C2CCCO2)s1 (configuration not stated),-12%
COc1cnc(-c2ccccn2)[nH]c1=O,-2%
O=C(O)CCN1CC2([N+](=O)[O-])C=CC(=O)C([N+](=O)[O-])(C1)C2CC(=O)c1ccccc1 (configuration not stated),3%
CN(C)N1C(N)=C(C#N)C(c2ccccc2)C2=C1CCCC2=O (configuration not stated),-8%

Look-ups from the list.
Under ERK EGF inh, O=C1NCCN1Cc1ccc(Cl)cc1 reads 6%
Under ERK EGF inh, O=C(O)c1cccc2c1C(=O)N(CC1CCCO1)C2 (configuration not stated) reads -3%
Under ERK EGF inh, COc1ccccc1NS(=O)(=O)c1cc(NC(=O)c2ccncc2)ccc1N1CCOCC1 reads 15%
Under ERK EGF inh, Nc1ccc(C23CC4CC(CC(C4)C2)C3)cc1 reads 2%

The results go on:
SMILES,ERK EGF inh
CC(C)(C)c1ccc(-c2nc3n(c(=O)c2C#N)CCS3)cc1,1%
NC(=O)NCc1ccccc1,-3%
Cc1ccn(CC(C)C(=O)O)n1 (configuration not stated),3%
O=C(Nc1ccccc1C(=O)NC(Cc1c[nH]c2ccccc12)C(=O)O)c1ccccc1 (configuration not stated),-8%[57.5 µM]
Cc1c(Cl)cccc1NC(=S)N1CCC(N(C)CC2CCCO2)CC1 (configuration not stated),7%
CS/C(=C\[N+](=O)[O-])Nc1ccc(OC(F)(F)F)cc1,7%
Cc1ccccc1OCCOc1ccc([N+](=O)[O-])cc1/C=N/n1cnnc1,-9%[57.5 µM]
COc1ccc2cc(C(=O)C3CCCN(C(=O)c4cc5nc(C)cc(C)n5n4)C3)ccc2c1 (configuration not stated),9%

These rows are one share of the data; the hit share may differ from the screen's.
